Source: PubChem BioAssay
RBBP9 inhibitor: human RBBP9 hydrolase inhibition. recombinant RBBP9, FP-Rh probe fluorescence polarization. inhibition, % at 7.94 µM. 220,000 tested, 0.2% active. O75884. AID 1515;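 active = inhibition above the campaign mean of all tested compounds plus 3 SD, cut at about 14% in these data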;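 note: plate controls were DMSO wells with RBBP9 for no effect and wells lacking RBBP9 protein for full effect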
Target sequence (O75884 whole entry, looked up): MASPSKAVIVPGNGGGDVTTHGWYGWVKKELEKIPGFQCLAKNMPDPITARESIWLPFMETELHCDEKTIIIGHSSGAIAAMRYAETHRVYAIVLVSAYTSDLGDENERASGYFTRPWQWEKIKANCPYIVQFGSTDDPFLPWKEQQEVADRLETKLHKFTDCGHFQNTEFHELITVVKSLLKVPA
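System: RBBP9 protein / Buffer or medium: Tris/NaCl buffer pH 8.0 with 0.1% Pluronic / Probe or stimulus: Serine-hydrolase probe FP-Rh, 375 nM pre-mixing / Dosing: 7.94 µM single dose, 0.794% DMSO / Times: enzyme-compound preincubation 30 min, then probe labeling 45 min, 25 °C / Technique: fluorescence polarization (mP), excitation 525 nm, emission 598 nm / Replication: singlicate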
NPY-Y1 PAM-ag: human NPY-Y1 potentiation or agonism, primary screen; P25929; NPY-Y1 expressing cells, potentiator/agonist activation; activation, % at 3.6 µM; 220,000 tested, 0.37% active; in the data active = activation above about 33%, passing the limit was not always enough;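 note: cells stimulated with NPY at EC10 then isoproterenol at EC100; 0% = low agonist plus stimulus and 100% = saturating agonist plus stimulus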
Target sequence (P25929 whole entry, looked up): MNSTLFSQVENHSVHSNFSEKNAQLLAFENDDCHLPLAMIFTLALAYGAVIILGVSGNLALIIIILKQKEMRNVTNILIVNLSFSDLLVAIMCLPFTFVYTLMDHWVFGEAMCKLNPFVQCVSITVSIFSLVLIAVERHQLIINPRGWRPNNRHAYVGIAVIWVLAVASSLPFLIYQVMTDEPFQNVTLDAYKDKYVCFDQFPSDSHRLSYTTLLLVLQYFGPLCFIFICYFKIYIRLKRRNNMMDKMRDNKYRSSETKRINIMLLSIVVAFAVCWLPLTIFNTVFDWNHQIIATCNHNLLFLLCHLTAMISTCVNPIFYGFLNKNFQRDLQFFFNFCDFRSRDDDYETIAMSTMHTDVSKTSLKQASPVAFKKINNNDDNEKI
BaF3 tox: parental Ba/F3 viability inhibition as JAK2V617F counter-screen. CellTiter-Glo ATP luminescence. inhibition, % at 5.6 µM. 220,000 tested, 1.1% active. AID 1486;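 active = inhibition above a per-campaign cutoff, the mean inhibition of all tested compounds plus 3 SD, cut at about 27% in these data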;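 note: 0% = DMSO wells and 100% = JAK Inhibitor I control wells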
S1P4 agonist: activates the human S1P4 receptor; S1P4-expressing cell line, agonist reporter assay; activation, % at 4.98 µM; 220,000 tested, 0.35% active; AID 1509; in the data active = activation above about 11%;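 note: 0% = DMSO vehicle and 100% = reference agonist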
Target sequence (O95977 whole entry, looked up): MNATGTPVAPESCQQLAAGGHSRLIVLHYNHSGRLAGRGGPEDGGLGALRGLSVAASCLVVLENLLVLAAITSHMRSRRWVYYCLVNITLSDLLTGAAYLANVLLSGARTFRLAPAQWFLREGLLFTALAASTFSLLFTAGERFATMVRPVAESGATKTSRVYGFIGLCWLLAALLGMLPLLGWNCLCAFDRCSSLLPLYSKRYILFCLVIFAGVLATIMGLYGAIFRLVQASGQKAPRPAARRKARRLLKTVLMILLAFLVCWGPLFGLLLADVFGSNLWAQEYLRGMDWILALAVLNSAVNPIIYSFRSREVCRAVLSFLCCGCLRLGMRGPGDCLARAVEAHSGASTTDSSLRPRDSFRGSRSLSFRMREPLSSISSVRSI
NPY-Y1 antag: antagonists of human neuropeptide Y receptor Y1; HEK293-CNG Y1 cells, membrane potential fluorescence; NPY at EC95, then isoproterenol; inhibition, % at 3.6 µM; 200,000 tested, 1% active;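 active = inhibition above the campaign mean inhibition of all tested compounds plus 3 SD, cut at about 20% in these data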;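 note: 0% = DMSO wells given NPY plus isoproterenol and 100% = isoproterenol alone without NPY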
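Test system: HEK293 cells co-expressing NPY Y1 receptor and cyclic-nucleotide gated channel; Also added: NPY (25 nM), isoproterenol (1 µM), Ro 20-1724 (25 µM); Compound dosing: one concentration, 3.6 µM, in 0.4% DMSO; Timing: dye 3 h, compound 60 min room temperature, stimulation 45 min; Technique: Membrane-potential fluorescent dye readout.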
Runt-CBFb FRET: inhibitors of human RUNX1 Runt domain binding to CBFb; Q01196+Q13951; inhibition, % at 20 µM; AID 1496; Cerulean-Runt/Venus-CBFb FRET ratio 530/480, 1 h; 220,000 tested, 0.46% active;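 active = inhibition over about 50% at 20 µM in the single-dose screen, limit read from the data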;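 note: 0% = DMSO wells and 100% = excess unlabeled CBFb competitor control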
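Buffer or medium: Tris pH 7.5 buffer with BSA. Assay system: Cerulean-labeled Runt domain protein. Amount: each fluorescent fusion protein 100 nM. Read-out basis: loss of energy transfer signal. Incubation: 1 h compound exposure, room temperature. Probe or stimulus: Venus-CBFb binding partner, 100 nM. Detection: FRET, excitation 422 nm, emission at 530 and 480 nm.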
Ba/F3 V617F tox: reduce viability of Ba/F3 cells dependent on JAK2V617F; Ba/F3 EpoR-JAK2V617F viability, ATP luminescence; inhibition, % at 5.6 µM; 220,000 tested, 1.1% active; AID 1446;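 active = inhibition above the campaign mean plus 3 SD over all tested compounds, cut at about 24% in these data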;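 note: cytokine-independent growth of Ba/F3 cells driven by EpoR plus mutant JAK2; 0% = DMSO-treated cells and 100% = JAK inhibitor I control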
S1P4 antag: human S1P4 receptor antagonism. O95977. S1P4-expressing cells, antagonist mode, reporter read-out. inhibition, % at 4.98 µM. 220,000 tested, 0.26% active; in the data active = inhibition above about 29%;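 note: 0% = wells stimulated with agonist and 100% = vehicle wells without agonist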
NPY-Y2 PAM-ag: potentiators or agonists of human neuropeptide Y receptor Y2. P49146. cells expressing NPY-Y2, potentiator/agonist read-out. activation, % at 3.6 µM. 220,000 tested, 0.45% active. AID 1359; in the data active = activation above about 27%;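 note: cells stimulated with NPY near EC25 plus isoproterenol at EC100; 0% = vehicle plus submaximal agonist and 100% = vehicle plus saturating agonist; some results beyond the cut were filed as inactive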
* marks the source's active call; other numbers are inactive results; · = no result given.

Compound | RBBP9 inhibitor | NPY-Y1 PAM-ag | BaF3 tox | S1P4 agonist | NPY-Y1 antag | Runt-CBFb FRET | Ba/F3 V617F tox | S1P4 antag | NPY-Y2 PAM-ag
Nc1[nH]n(-c2ccccc2)c(=O)c1N=Nc1ccc2c(c1)OCCO2 | 4 | 19 | 2 | 1.5 | -1 | -1 | -1 | -6 | 24
COc1ccc(NS(=O)(=O)c2ccc(N/N=C/c3ccc(N4CCOCC4)cc3)c([N+](=O)[O-])c2)cc1 | 3 | -8 | 5 | 0.4 | 10 | -4 | -4 | -19 | -8
CCN(CC)c1ccc(NC(=O)C2CC(=O)N(Cc3ccccc3)C2)cc1 (centres undefined) | -8 | -11 | 7 | 0.2 | -4 | 16 | 4 | -4 | 5
CCN1C(=O)N[C@@H](c2ccc(Br)cc2)C(C(=O)OC)=C1C | 3 | -7 | -1 | 1.7 | 2 | -2 | -4 | 8 | 6
O=C(NCc1ccc(Cl)cc1)c1cccc(NC(=O)c2ccccc2)c1 | -11 | -9 | 8 | -1.4 | -2 | 0 | 1 | -8 | 9
CCC(=O)Nc1cc2c(cc1C(C)=O)OCCO2 | 2 | -4 | 4 | 2.3 | -2 | 1 | 0 | -14 | 7
O=C(Nc1nnc(-c2ccc(F)cc2)s1)Nc1ccccc1F | -6 | -4 | 0 | 0.9 | · | 2 | -4 | 4 | 9
O=C(CSCCc1ccccn1)Nc1cccnc1Cl | -6 | -23 | 5 | 0.4 | -4 | 1 | -2 | -9 | 2
Cc1cccc(-c2cc3nc4c(c(N5CCC6(CC5)OCCO6)n3n2)CCCC4)c1 | -10 | -5 | 2 | 2.1 | 3 | · | 0 | -15 | -2
O=C(Nc1cc(Cl)cc(Cl)c1)N1CCCN(Cc2ccccc2)CC1 | -2 | 6 | -4 | 1.0 | · | 1 | 2 | 12 | -13
Cn1c(=O)c2c(nc(Oc3ccc4c(c3)OCO4)n2Cc2ccc(F)cc2)n(C)c1=O | -9 | 0 | 1 | 2.5 | 0 | 0 | 3 | -39 | 4
CCOC(=O)C1=C(C)N(c2ccccc2)C(=O)C1CC(=O)O (centres undefined) | -2 | 12 | 7 | 1.1 | -1 | -2 | -3 | -6 | -6
CN1C(=O)c2cccc(NC(=O)CCc3ccccc3)c2C1=O | -5 | -9 | -1 | -3.4 | 3 | 0 | -3 | -23 | -4
COc1cc(/C=C/c2nc3ccccc3s2)cc(OC)c1O | -34 | -3 | -4 | 1.7 | -3 | -62 | -2 | 8 | 11
Cc1ccc(C(C)C)c(OCc2nnc3n2CCCCC3)c1 | -3 | 7 | -1 | 1.1 | 6 | -3 | -5 | 11 | 2
CC(C)(C)OC(=O)N/N=C\c1cccnc1 | 0 | 21 | 7 | 1.1 | 1 | 0 | 0 | -24 | 6
O=C(Oc1ccccc1)c1cc2ccccc2o1 | -4 | 8 | -2 | 0.9 | 4 | 0 | -2 | 9 | 1
Cc1cc(C)c2[nH]c(=O)c(CN(CC3CCCO3)C(=O)C3CCCO3)cc2c1 (centres undefined) | -10 | 1 | 3 | -0.7 | -4 | 1 | 5 | 18 | 3
COC(=O)c1cn(CCOc2ccccc2)c2ccccc12 | -5 | 3 | 0 | 0.1 | -1 | -3 | 0 | -3 | -3
CCc1c(C#N)c(SCCC(=O)Nc2ccc(OC)cc2)nc2c1C(=O)CC(C)(C)C2 | 2 | 3 | -1 | -1.7 | -6 | 0 | -6 | -25 | -9
O=C(CCN1C(=O)/C(=C/c2cccs2)SC1=S)NC1=NCCS1 | -1 | 8 | 2 | -3.4 | 13 | -2 | -4 | 9 | 4
COCC(C)n1c(SCc2nc3ccccc3c(=O)[nH]2)nc2ccccc2c1=O (centres undefined) | -7 | 16 | 7 | -0.5 | 5 | -1 | 4 | -10 | -6
Cc1ccccc1CC1(CO)CCCN(C(=O)c2cccc(Cl)c2)C1 (centres undefined) | -2 | -4 | 6 | -0.1 | 12 | -2 | 1 | -11 | -20
Nc1nc(Cl)nc2ccc(Br)cc12 | -8 | -10 | -2 | -0.4 | -5 | -10 | -2 | -16 | 2
O=CN1CCN(c2ncnc3c2nnn3Cc2c(F)cccc2Cl)CC1 | -11 | -8 | 6 | 0.9 | 6 | -1 | -5 | -18 | -3
CCOC(=O)C1(CCCc2ccccc2)CCN(C(=O)CCC2=NNC(=O)CC2)CC1 | -13 | -22 | 5 | -0.2 | 6 | 0 | 3 | 2 | -8
COc1ccc(C(=O)NNC(=O)C2CCN(S(=O)(=O)c3ccc(C)cc3)CC2)cc1 | -3 | -6 | 6 | 0.7 | -1 | -1 | 7 | -7 | -13
CC(C)(C)n1c(=O)[nH]c2c(c1=O)CCC2 | 3 | 4 | 0 | -0.1 | -6 | -2 | -4 | -11 | 12
Cc1ccc(S(=O)(=O)NCc2ccc(C(=O)N(C)CCC#N)cc2)cc1 | -4 | 10 | 3 | -0.9 | -3 | 10 | 93* | 1 | 1
O=C(NC(=S)N1CCN(C/C=C/c2ccccc2)CC1)c1c(F)cccc1F | 2 | -1 | 8 | 1.2 | 2 | 1 | 1 | -12 | -16
CC1=CC(C)(C)N2C(=O)C(=O)c3cc(OC(=O)c4ccco4)cc1c32 | 14 | -4 | 53* | -1.8 | 12 | 2 | 69* | 15 | -3
Cc1cccc(OCCCn2c(=O)oc3ccc(C)cc32)c1 | -3 | -35 | 5 | 0.6 | 13 | -2 | -1 | 0 | -17
Cc1nnsc1-c1nnc(SCC(=O)c2ccccc2)n1C1CC1 | 3 | 4 | 0 | -0.6 | · | 1 | -1 | -3 | -3
C[C@H](C(=O)C=[N+]=[N-])N1C(=O)c2ccccc2C1=O | -6 | -6 | 0 | -1.9 | -1 | 1 | -2 | -9 | -11
C/C(=N\NC(=O)C1(C)CC1(Br)Br)c1ccc(NC(=O)c2ccc(C)o2)cc1 (centres undefined) | 0 | 6 | 1 | -1.5 | -1 | -4 | 1 | -15 | -11
C/C(Cn1nc([N+](=O)[O-])cc1C)=N\NC(=O)c1cccc(Br)c1 | 5 | -12 | -1 | -1.1 | -1 | 1 | -5 | -18 | 6
CCOc1ccccc1C1NC(=O)NC(C)=C1C(=O)OC1CCCCC1 (centres undefined) | -5 | 24 | 3 | 0.7 | 5 | -3 | -4 | 3 | 4
Cc1cc(NC(=O)CCl)n(-c2nc3ccccc3s2)n1 | -4 | 1 | 8 | 1.9 | -3 | -5 | 2 | -10 | -2
Cc1cc(N2CCOCC2)n2cc(-c3ccccc3)nc2n1 | -2 | 2 | -2 | 1.7 | 3 | 1 | -2 | -7 | 5
CCC(C)c1ccc(NC(=O)C2CCN(c3ccc(C(F)(F)F)cn3)CC2)cc1 (centres undefined) | -8 | -3 | 6 | -1.0 | 11 | 1 | 0 | -21 | -11
c1ccc(-c2noc(CSc3nnnn3C3CCCCC3)n2)cc1 | -6 | -30 | 3 | 0.8 | 14 | · | 3 | -11 | -39
COCCNCC(=O)Nc1ccccc1Sc1ccccc1 | -1 | 2 | 1 | 0.1 | 7 | -1 | -4 | -12 | 2
Cc1ccc(C)c(N(Cc2ccccc2F)S(C)(=O)=O)c1 | -6 | 1 | 1 | -2.4 | 2 | -1 | 0 | 5 | -2
Cc1ccc(C)c(N2CCN(C(=O)c3csc4ccccc34)CC2)c1 | 6 | -19 | 5 | 1.2 | 8 | -3 | -3 | 1 | -4
O=C(c1ccccn1)c1conc1C(=O)c1ccc(Br)cc1 | 4 | -5 | 5 | -2.8 | 5 | -3 | -3 | -4 | -2
CC(C)n1cc(C(=O)c2ccccc2O)cc(C#N)c1=O | -2 | 3 | 9 | 0.7 | -1 | 2 | -1 | -4 | 2
Cc1ccc(CSCc2ccc(C(=O)NC3CCCC3)o2)cc1 | 7 | -14 | 6 | -0.6 | 10 | -3 | -3 | -1 | -10
COc1ccc(CCCc2nnc(SCC(=O)Nc3ncc(C)s3)o2)cc1 | -8 | -8 | 6 | 1.6 | -1 | -2 | 0 | -7 | -4
CCOCCCNC(=S)NCCNc1nc2ccc(C)cc2cc1C#N | -10 | -6 | 5 | 1.1 | 8 | 81* | -1 | -13 | -1
NC(=O)C1CCN(C2CC(=O)N(Cc3ccc(N4CCCC4=O)cc3)C2=O)CC1 (centres undefined) | -5 | -3 | 9 | 1.1 | 2 | 0 | 7 | -4 | -17
Cc1ccc(OCC(=O)NC(=S)Nc2cccc(NC(=O)c3ccc(Cl)cc3Cl)c2)cc1 | 2 | 3 | 6 | 0.5 | -2 | 1 | -1 | -7 | -1
COC(=O)N/N=C(\C)c1ccc(C)c([N+](=O)[O-])c1 | 0 | -1 | 1 | 1.5 | 1 | 1 | -3 | -14 | -6
CCN(CC)C(=O)c1sc2nc(-c3cccs3)cc(-c3ccc(Cl)cc3)c2c1N | -16 | -34 | 0 | 0.1 | 3 | · | 0 | -6 | -9
O=C(NCc1cccnc1)Nc1ccc2c(c1)OCO2 | 2 | -2 | 1 | -3.5 | 2 | 2 | -5 | -4 | -6
O=C1NCCCC1C(=O)N/N=C/c1cc([N+](=O)[O-])ccc1O (centres undefined) | 4 | -1 | 0 | 1.4 | · | 1 | -5 | -2 | 13
COc1ccccc1OCCn1cc(/C=N/NC(=O)c2ccncc2)c2ccccc21 | -10 | 15 | 0 | 1.7 | · | -4 | 1 | -22 | -4
N/C(=N\OC(=O)CC1CCCCC1)c1ccncc1 | 0 | 11 | 1 | 1.0 | 5 | 2 | -3 | -11 | 6
Cc1ccccc1CSCCNC(=O)COc1ccc(Cl)cc1 | -5 | -30 | 2 | -1.4 | -4 | -3 | -3 | -13 | -26
COc1ccc(C2(CNC(=O)CCC(=O)O)CCCC2)cc1OC | -2 | 11 | 3 | -0.4 | -4 | -1 | 0 | -11 | 1
O=C1c2ccccc2C(=O)N1CCOCCN1C(=O)c2ccccc2C1=O | -7 | -6 | -2 | -2.0 | 2 | -2 | -1 | -10 | -5
COc1cccc(-n2ccnc2SCC(=O)Nc2nccs2)c1 | -2 | 2 | 7 | 0.3 | -5 | 1 | 0 | 0 | 21
O=C(CN1CCC(NC(=O)Cc2ccccc2)CC1)Nc1ccccc1Br | 0 | 0 | 4 | 0.1 | 0 | -2 | 0 | -2 | 0
